SSB-PriA inh: K. pneumoniae PriA-SSBct interaction inhibition; AlphaScreen SSBct-PriA binding, biotinylated peptide; inhibition, % at 33 µM; 430,000 compounds, 0.6% hits; in the data active means inhibition mostly above about 37%, no sharp cut-off; inactive means mostly below about 20%;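 further: plate controls were negative control peptide for no effect and reference peptide for full effect; strong numbers were not always called active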
The depositor's hits bear a star; & = joins results of further samples.

canonical_smiles	SSB-PriA inh
CCCCC(CC)CNC(CC(=O)Nc1cccc(Cl)c1C)C(=O)O (configuration not stated)	-1.0
COc1ccc(C2=NN(C(=O)CSCc3ccco3)C(c3ccc(F)cc3)C2)cc1 (configuration not stated)	-8.0&8.0
O=C(c1ccco1)N1Cc2cncnc2C1	4.0
CCCCCC(=O)Cc1cc(O)cc2c1C(=O)Oc1cc(O)c(C(=O)O)c(CCCCC)c1O2	8.1
CS(=O)(=O)c1ccc(CC(=O)Nc2nc3ccc4ccccc4c3s2)cc1	12.0
O=C(NN=Cc1cccnc1)c1[nH]ncc1Br	-10.3
CCOC(=O)c1ccc(Nc2cc(C)nc(-n3cc([N+](=O)[O-])cn3)n2)cc1	10.0
COCCNC(=O)NCC1CCN(c2cnccn2)CC1	-9.0
O=C(CCCS(=O)(=O)c1ccc(F)cc1)Nc1cccc2c1C(=O)NC2=O	5.0
O=C1CCN(C(=O)c2ccccc2Cl)c2ccccc2N1	5.0
O=C(N/N=C\c1ccc(-c2ccc(F)cc2)o1)c1ccncc1	-3.0
N#Cc1nccnc1N1CCC(CNC(=O)c2ccc(OC(F)(F)F)cc2)CC1	-7.0
CCN1C(SCC(=O)Nc2cc(Cl)c(OC)cc2OC)=NS(=O)(=O)c2ccccc21	-7.0
COc1ccc2cc(C(=O)N3CCSC(c4ccccc4Cl)CC3)[nH]c2c1 (configuration not stated)	-5.0
C=CCOc1ccc(C2C(=C(O)c3ccc(F)cc3)C(=O)C(=O)N2CCCN(C)C)cc1 (configuration not stated)	2.9
COc1ccccc1CCNC(=O)c1ccc(N2CCOCC2)nn1	-5.0
O=C(NCCn1ccc(-c2ccncc2)n1)c1ccccc1Br	-11.0
Cc1nc2oc(-c3ccccc3)nc2cc1NC(=O)c1ccno1	5.0
O=C(NC1(C(F)(F)F)Oc2ccccc2O1)c1ccc(Cl)cc1	0.0
CN1CCN(c2cc(OCCNC(=O)NCc3ccccc3)ncn2)CC1	-14.0&-6.0

A different layout for some results above.
Molecule: CCCCCC(=O)Cc1cc(O)cc2c1C(=O)Oc1cc(O)c(C(=O)O)c(CCCCC)c1O2
  SSB-PriA inh: 8.1

Molecule: CS(=O)(=O)c1ccc(CC(=O)Nc2nc3ccc4ccccc4c3s2)cc1
  SSB-PriA inh: 12.0

Molecule: O=C(NN=Cc1cccnc1)c1[nH]ncc1Br
  SSB-PriA inh: -10.3

Molecule: CCOC(=O)c1ccc(Nc2cc(C)nc(-n3cc([N+](=O)[O-])cn3)n2)cc1
  SSB-PriA inh: 10.0

Continued:
canonical_smiles	SSB-PriA inh
CCOc1ccc2ccccc2c1C=NNC(=O)CNC(=O)c1ccccc1O	10.5
O=C(Nc1nnc(-c2ccco2)o1)c1ccc([N+](=O)[O-])cc1	13.0
COCCNC(=O)Cc1ccc(-n2c(=O)c3ccccc3n(Cc3ccccc3)c2=O)cc1	-7.0
CCOc1ccc2ccccc2c1C(=O)NCc1ccc(C(O)c2cccs2)s1 (configuration not stated)	-8.0
CC(C)c1nccn1CC1CCN(C(=O)c2csc(-c3ccccc3)n2)CC1	5.0
CCOc1ccc2c(c1)c(=O)c1cccnc1n2Cc1ccccc1C	26.0
COc1cccc(-c2cn3c(C(=O)Nc4ncccc4C)csc3n2)c1	-1.0
COc1cccc(C=NNC(=O)CCNc2n[nH]c(=O)[nH]c2=O)c1OC	-7.7
O=C(CN1CCOCC1)Nc1ncc(Cc2c(Cl)cccc2Cl)s1	4.0
CN(Cc1ccco1)S(=O)(=O)c1ccc(C(=O)Nc2cc(Cl)cc(Cl)c2)cc1	-9.0
CCn1cccc(-c2nnc(SCC(=O)Nc3ccc(C)cc3C)n2C)c1=O	-2.0
COc1ccc(CC(=O)Nc2ccc(-c3cn4c(C)csc4n3)cc2)cc1	23.0
COc1cc(C(C)=O)ccc1OCC(=O)NCCOc1cc(N2CCN(C)CC2)ncn1	2.0
COC(=O)c1c(NC(=O)c2cc3ccccc3c(=O)o2)sc2c1CCCC2	-4.0
C#CCn1c(=NC(=O)c2ccccc2S(C)(=O)=O)sc2cc([N+](=O)[O-])ccc21	-6.0
CCOc1ccc(S(=O)(=O)N2CCS[C@H]2c2cccc(Cl)c2)cc1	-20.0
O=C(Nc1ccccc1-n1cccc1)c1ccccc1Br	-11.0&8.0
Cc1ccc(OC2CCCN(C(=O)c3cc(=O)[nH]c(=O)[nH]3)C2)nn1 (configuration not stated)	-8.0
CCCSC(N)=NN=Cc1cc(C)ccc1O	-9.4
COc1ccc2cc(CCNC(=O)c3cc(Cl)ccc3[N+](=O)[O-])c(=O)[nH]c2c1	1.0
CCCCS(=O)(=O)NCCn1ncc2c(N3CCN(c4ccccc4)CC3)ncnc21	0.0
CS(=O)(=O)c1ccc(Cc2nnc(NC(=O)C3CCN(S(C)(=O)=O)CC3)o2)cc1	-7.0
CCC[C@@H]1C[C@@H](C(=O)N[C@@H]([C@H]2O[C@H](SC)[C@H](O)[C@@H](O)[C@@H]2O)[C@@H](C)O)N(C)C1	4.5
COc1ccc(N/C(SCc2ccccc2C)=C(/C#N)S(=O)(=O)c2ccccc2)cc1Cl	13.0
O=C(Cc1ccc(F)cc1)Nc1ccc2c(c1)N(C(=O)C1CCCO1)CC2 (configuration not stated)	-4.0
Cn1nnc2c(SCC(=O)NC(C)(C)C)ncnc21	-8.0
Cc1onc(-c2ccccc2Cl)c1C(=O)N(Cc1ccco1)C1CCOCC1	0.0
CCOc1ccccc1C(=O)Nc1cc(-c2cn3nc(OC)ccc3n2)ccc1F	-20.0&-16.0
COc1ccc(-c2ccc(/C=C3/SC(N4CCOCC4)=NC3=O)o2)cc1	-12.0
CSCCC(C)(O)CNS(=O)(=O)/C=C/c1ccccc1 (configuration not stated)	-2.0
O=C(NCc1ccccc1)C(=O)NCC1(c2ccsc2)CCCC1	-6.0
CCOc1ccc(-c2noc(CSc3nc4ccsc4c(=O)n3-c3cccc(OC)c3)n2)cc1	-7.0
Cc1ccc(NC(=O)C(=O)NCC2CCN(C3CCCC3)CC2)cc1Cl	-25.0
Cc1cc(C)nc(SCc2ccc(C(=O)NN=Cc3ccc(C(=O)O)cc3)cc2)n1	-13.6
COCCN1CCC(CNC(=O)Cc2ccc(F)cc2)CC1	-10.0&-8.0
CC(Oc1cccc2c1CCN(Cc1ccc(Br)cc1)C2=O)c1ccccc1 (configuration not stated)	-7.0
COCCNC(=O)C(=O)NCC1(c2cccs2)CCCC1	-16.0&-8.0
O=C(NCCC(O)c1ccsc1)C(=O)NCc1ccc(F)cc1 (configuration not stated)	10.0
COc1cccc([C@@H]2SCCN2C(=O)c2ccoc2)c1	6.0
Cc1ccc(C)c(NC(=O)CSc2nncc3ccccc23)c1	-6.0
O=S(=O)(c1ccc(F)cc1)C1CN(S(=O)(=O)c2ccc(C(F)(F)F)cc2)C1	-1.0
O=S(=O)(c1ccc2ccccc2c1)N1CCC(Oc2ncccn2)CC1	4.0
Cc1nnc(SCC(=O)Nc2cc(C(F)(F)F)ccc2Cl)n(N)c1=O	3.0
Cn1nc(C2CCN(C(=O)CSCc3ccccc3)CC2)n(C2CC2)c1=O	1.0
O=C(O)COc1ccccc1C=NNc1ccc(S(=O)(=O)N2CCOCC2)cc1[N+](=O)[O-]	-0.1
Cc1c(C(=O)Nc2cccc(Cl)c2)sc2nc3n(c(=O)c12)N=C(c1ccc(Cl)s1)CS3	-5.0
O=C(CS(=O)(=O)c1ccccc1)Nc1nc(-c2ccc3c(c2)OCCO3)cs1	19.0
Cc1ccc(S(=O)(=O)CC(=O)Nc2ccc([N+](=O)[O-])cc2)cc1	4.0
COc1ccccc1C=NNC(=O)C(C)Cn1cnc2ccccc21 (configuration not stated)	-10.5
O=C(c1ccco1)N1CCC(Cn2cccn2)CC1	-14.0
Cc1cc2nc(C)n(CCC(C)C)c2cc1C	-7.0
COc1ccccc1-c1nnc(C2CCN(C(=O)C3CCCC3)CC2)s1	2.0
CC(C)(C)c1ccc2c(c1)OC(C(=O)NN=Cc1ccccn1)CO2 (configuration not stated)	-12.8
CCOP(=O)(OCC)C1(Nc2ccccc2)CCCCC1	-10.0
C(=NNc1nccs1)c1cccnc1	2.7
CCS(=O)(=O)c1ccc(C(=O)Nc2ccc3c(c2)C(=O)NC3=O)cc1	-17.0
O=C(Nc1nnc(CS(=O)(=O)c2ccccc2)o1)c1cc2ccccc2o1	-5.0
COCC(=O)N1CCCc2ccc(NS(=O)(=O)c3ccc(OC)c(Cl)c3)cc21	-1.0
COc1cccc(C(=O)NCC(=O)N2CC(S(=O)(=O)C3CCCCC3)C2)c1	-12.0
O=C(Nc1cccc(N2CCCC2=O)c1)c1ccc(C(F)(F)F)cc1	-14.0

Further entries
canonical_smiles	SSB-PriA inh
COc1nn(C)cc1C(=O)Nc1nc(C)cs1	-2.0
CNc1ccccc1C(=O)N1CCN(c2ccc3nnc(-c4ccco4)n3n2)CC1	-15.0
O=C(Cn1cccn1)N1CCCCC(c2ccc(Cl)cc2)C1 (configuration not stated)	-2.0
COc1ccc(-c2cn3c(C)c(C(=O)Nc4ccc(S(=O)(=O)Nc5nccs5)cc4)sc3n2)cc1	-20.0&16.0
COc1cc(COCC2CCN(C(=O)c3cn(C)nn3)CC2)cc(OC)c1	-14.0
COC(=O)c1ccc(C2C(=C(O)c3ccc4c(c3)CC(C)O4)C(=O)C(=O)N2Cc2ccncc2)cc1 (configuration not stated)	-8.1
COc1ccc(-c2nnc3ccc(OCCNC(=O)Cc4cccs4)nn23)cc1OC	-17.0&-11.0
Fc1ccc(-c2n[nH]c(=S)n2N=Cc2c[nH]c3ccccc23)cc1	0.3
CC(=NNC(=O)C1COc2ccccc2O1)c1ccc(Cl)s1 (configuration not stated)	-6.8
Cc1ccc(S(=O)(=O)N2CCc3ccc(NC(=O)c4cccs4)cc3C2)cc1	0.0
O=C(Nc1cccs1)N1CCC(CSCc2ccco2)CC1	18.0
O=C(Nc1nc2c(s1)CCCC2)c1cc(N2CCCCC2)ncn1	-9.0
COCC(=O)NCCNc1cc(Nc2cc(C)ccn2)nc(C)n1	-13.0
O=C(NCC(c1ccsc1)N1CCCCCC1)C(=O)Nc1ccc(F)c(F)c1 (configuration not stated)	0.0
COc1ccc(OC)c(-c2ccc(N3CCN(S(C)(=O)=O)CC3)nn2)c1	-18.0&15.0
O=S(=O)(c1cccc(Cl)c1)N1CCN(c2ccc(-c3ccco3)nn2)CC1	-10.0
CCOc1cccc2cc(C(=O)Nc3nc(-c4ccccc4)c(C(=O)c4ccccc4)s3)oc12	12.0
O=C(c1cc2ccccc2[nH]1)N1CCC(c2cccs2)CC1	4.0
CCOC(=O)Cn1cnc2c(-c3ccc(OC)cc3)csc2c1=O	-4.0
COCC(=O)NCCCn1nc(-c2ccc(C)cc2)ccc1=O	-6.0
CCOC(=O)Nc1c(C(=O)Nc2ccc(OC(F)(F)F)cc2)oc2ccccc12	-3.0
N#Cc1cccc(C(=O)N2CCS[C@H]2c2ccc(Cl)c(Cl)c2)c1	1.0
O=S(=O)(Cc1noc2ccccc12)Nc1cc(C(F)(F)F)ccc1Cl	-10.0
Cc1ccc(CCC(=O)Nc2ccc(SC(F)F)cc2)o1	5.0
Cc1ccc2c(c1)N(Cc1nc(-c3ccc(Br)cc3)no1)C(=O)CO2	-13.0
Cc1ccc([C@H](CNC(=O)Nc2cccc(C(F)(F)F)c2)OCCO)cc1	6.0
CCCNC(=O)C(=O)NCC1CCN(C(C)C)CC1	-10.0
CCC(=NO)C(C)(C)/[N+]([O-])=C/c1ccc(Br)cc1	-19.4
O=C(NC(=NO)c1ccccc1)Nc1ccc(Cl)cc1	-5.9
CC12CCC(C(=O)Nc3cc(Cl)ccc3Cl)(CC1=NO)C2(C)C (configuration not stated)	-6.6
O=S(=O)(NCc1cncc(-c2ccsc2)c1)c1ccc2c(c1)OCCO2	-14.0
O=C(NCCCn1cccc1)c1cc(C(F)(F)F)cc(C(F)(F)F)c1	-6.0
O=C(C1CCCC1)N1CCCSCC1CN1CCCC1 (configuration not stated)	4.0
O=C(CCSc1ccc(F)cc1)Nc1cccc2ccccc12	-12.0
COc1cc(C=NNC(=O)c2ccccc2O)ccc1OCC(=O)Nc1ccccc1	-6.0
CCOCCn1c(-c2ccccc2Cl)nc2ccccc21	-8.0
COc1cccc(CNC(=O)CSc2ccc(NC(=O)c3ccc(C)cc3)nn2)c1	-7.0
CCOC(=O)c1c(NC(=O)CSc2nncn2C)sc2c1CCC2	-1.0
COc1ccc(OC)c(-c2cc(C(=O)N3CCc4nc5ccc(F)cn5c(=O)c4C3)[nH]n2)c1	-13.0
COC(=O)c1ccc(NC(=O)c2c[nH]c3ccc(F)cc3c2=O)cc1	-23.0

Shown with each value named: 2 of the compounds above
SMILES: O=C(NC(=NO)c1ccccc1)Nc1ccc(Cl)cc1
  SSB-PriA inh: -5.9
SMILES: O=S(=O)(Cc1noc2ccccc12)Nc1cc(C(F)(F)F)ccc1Cl
  SSB-PriA inh: -10.0

Remaining list, next part
canonical_smiles	SSB-PriA inh
CCN(CC)c1ccc(C=NN2CCN(Cc3ccc(C)cc3C)CC2)c(O)c1	8.5
CCOC(=O)C(=O)NCCOc1ccc2nnc(-c3ccccc3Cl)n2n1	-13.0
COc1cccc(NC(=O)NCCn2cnc(C3CCCC3)cc2=O)c1OC	-5.0
O=C(O)c1cnc[nH]1	-14.0
Cc1cccc(S(=O)(=O)Nc2ccc(C(=O)N3CCC(n4ccnn4)CC3)cc2)c1	-10.0
COc1ccc(-c2noc(Cn3cnc4c(nnn4Cc4ccc(Cl)cc4)c3=O)n2)cc1	-10.0

Copied from the list:
CC(Oc1cccc2c1CCN(Cc1ccc(Br)cc1)C2=O)c1ccccc1 (configuration not stated) – SSB-PriA inh = -7.0
Cc1onc(-c2ccccc2Cl)c1C(=O)N(Cc1ccco1)C1CCOCC1 – SSB-PriA inh = 0.0
O=C(Nc1ccccc1-n1cccc1)c1ccccc1Br – SSB-PriA inh = -11.0&8.0
Fc1ccc(-c2n[nH]c(=S)n2N=Cc2c[nH]c3ccccc23)cc1 – SSB-PriA inh = 0.3

Source: PubChem

A portion of the library, so the mix of outcomes need not match the whole.
